Source: PubChem BioAssay
APJ antag = antagonists of human APJ apelin receptor; P35414; CHO-K1 APJ beta-arrestin complementation, luminescence; inhibition, % at 20 µM; 330,000 compounds, 0.32% hits; AID 2521;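 active = inhibition above about 40% at 20 µM, limit read from the data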;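 note: cells challenged with 10 nM apelin-13 agonist together with compound; plate controls were apelin-13 plus DMSO wells for no effect and DMSO wells lacking apelin-13 for full effect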
Target sequence (P35414 whole entry, looked up): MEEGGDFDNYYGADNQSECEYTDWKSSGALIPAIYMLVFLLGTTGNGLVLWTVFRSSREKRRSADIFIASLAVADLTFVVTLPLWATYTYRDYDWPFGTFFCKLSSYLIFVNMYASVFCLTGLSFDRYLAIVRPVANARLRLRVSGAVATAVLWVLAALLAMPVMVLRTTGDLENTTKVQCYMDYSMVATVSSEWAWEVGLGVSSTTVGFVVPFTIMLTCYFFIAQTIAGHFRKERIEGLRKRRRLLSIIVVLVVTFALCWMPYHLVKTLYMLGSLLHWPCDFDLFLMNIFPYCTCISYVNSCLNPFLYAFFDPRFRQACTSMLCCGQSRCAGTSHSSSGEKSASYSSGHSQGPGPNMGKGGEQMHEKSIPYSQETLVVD
697 NFkB inh = inhibitors of the PMA/ionomycin-induced NF-kB reporter in 697 B cells | 330,000 compounds, 0.33% hits | inhibition, % at 4 µM | 697 B-cell NF-kB luciferase reporter, 16 h; in the data active = inhibition above about 35%
Jurkat NFkB inh = inhibitors of the PMA/ionomycin-induced NF-kB reporter in Jurkat cells. PMA/ionomycin-induced NF-kB luciferase reporter, luminescence. 330,000 compounds, 0.53% hits. inhibition, % at 4 µM; in the data active = inhibition above about 50%
UBC13 inh = blocks human UBC13 polyubiquitin chain formation; TR-FRET; inhibition, % at 20 µM; 330,000 compounds, 0.47% hits; P61088; in the data active = inhibition above about 45%, passing the limit was not always enough
Target sequence (P61088 whole entry, looked up): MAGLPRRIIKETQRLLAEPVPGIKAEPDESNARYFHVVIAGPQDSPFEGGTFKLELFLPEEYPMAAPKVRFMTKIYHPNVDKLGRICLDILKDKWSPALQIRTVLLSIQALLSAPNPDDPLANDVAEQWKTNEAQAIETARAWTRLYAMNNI
EBI2 block = antagonists of human EBI2 receptor | inhibition, % at 5 µM | 360,000 compounds, 0.81% hits | P32249 | EBI2 beta-arrestin recruitment, luminescence, 7a,25-OHC stimulated; in the data active = inhibition above about 38%;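 note: enzyme fragment complementation signal reports receptor beta-arrestin coupling in cells; 0% = agonist plus DMSO wells and 100% = wells without agonist; some results beyond the cut were filed as inactive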
CCR6 antagonist = blocks CCL20-driven beta-arrestin recruitment at human CCR6. AID 493098. P51684. 340,000 compounds, 0.49% hits. CHO-K1 CCR6 PathHunter beta-arrestin, luminescence, CCL20-stimulated. inhibition, % at 20 µM;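 active = compounds whose inhibition of the agonist-driven luminescence signal at 20 µM reaches about 50%, limit read from the data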;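 note: cells stimulated with CCL20 at 14 nM final; plate controls were DMSO with CCL20 for no effect and DMSO without agonist for full effect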
Target sequence (P51684 whole entry, looked up): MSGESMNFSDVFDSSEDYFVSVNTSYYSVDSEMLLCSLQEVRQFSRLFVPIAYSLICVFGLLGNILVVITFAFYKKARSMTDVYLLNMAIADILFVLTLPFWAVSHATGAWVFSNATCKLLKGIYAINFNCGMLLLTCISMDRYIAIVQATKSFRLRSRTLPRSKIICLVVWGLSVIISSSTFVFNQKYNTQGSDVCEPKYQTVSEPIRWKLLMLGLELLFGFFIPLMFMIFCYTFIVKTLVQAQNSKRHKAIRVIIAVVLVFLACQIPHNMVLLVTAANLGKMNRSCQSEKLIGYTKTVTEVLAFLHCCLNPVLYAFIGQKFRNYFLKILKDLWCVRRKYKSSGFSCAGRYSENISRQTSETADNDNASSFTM
CXCR6 block = inhibitors of human CXCR6 receptor; inhibition, % at 20 µM; O00574; AID 602244; 360,000 compounds, 0.36% hits; CHO-K1 PathHunter CXCR6 beta-arrestin, luminescence; in the data active = inhibition above about 34%, passing the limit was not always enough;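 note: antagonist mode with CXCL16 agonist at 10 nM final; 0% = 10 nM CXCL16 with DMSO and 100% = unstimulated wells without agonist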
Gli-Sufu antag = blocks Gli-Sufu signaling in a luciferase reporter; Sufu-KO-LIGHT fibroblasts, Gli luciferase reporter luminescence; inhibition, % at 5 µM; 340,000 compounds, 0.74% hits; AID 588413;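 active = inhibition above about 55%, limit read from the data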;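 note: 0% = DMSO-treated cells and 100% = wells with medium but no cells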
The depositor's hits bear a star; i = inactive; . = not tested or not shown. The list is partial; the hit share may differ from the screen's.

1) O=C(c1ccc2c3c(cccc13)CC2)C1CCCN(Cc2ncc[nH]2)C1 (configuration not stated)
2) CCN(CC)C(=O)c1ccc(NC(=O)COc2ccc(-c3nn(C)c(=O)c4ccccc34)cc2)cc1
3) S=C1Nc2ccccc2Sc2ccccc21
4) O=C(CCn1nc(-c2ccc(Cl)cc2)ccc1=O)N1CCC2(CC1)OCCO2
5) Cc1cccc(-n2c(C)nc3ccccc3c2=O)c1C
6) CCN1C(=O)C(=C/C=C/c2ccco2)C(=O)N(CC)C1=S
7) COc1cc(C)c(CN2CC=C(c3ccc(F)cc3)CC2)cc1C
8) COc1ccc(-n2c(O)c(/C=C/C=Nc3ccccc3)c(=O)[nH]c2=O)cc1
9) O=C(NCCCn1ccnc1)C(Cl)(Cl)Cl
10) COc1ccc(-n2c(/C=C3\C(=O)Nc4ccccc43)nc3ccccc3c2=O)cc1
Assay by compound | 1 | 2 | 3 | 4 | 5 | 6 | 7 | 8 | 9 | 10
APJ antag | 6 | 5 | 23 | 9 | 4 | -12 | -18 | 14 | 3 | -21
697 NFkB inh | -18 | -3 | -6 | 24 | 1 | -8 | -22 | 15 | 2 | 18
Jurkat NFkB inh | -3 | 2 | -7 | 6 | 1 | 2 | -15 | 4 | -5 | 8
UBC13 inh | 27 | -5 | 4 | 10 | 8 | -26 | 3 | -151 | -5 | -4
EBI2 block | -3 | -10 | 4 | 1 | -11 | 0 | -2 | -8 | -4 | 22
CCR6 antagonist | -3 | 14 | 16 | 8 | -2 | 6 | 12 | 12 | 1 | 21
CXCR6 block | 5 | 0 | 4 | 13 | 0 | -8 | 0 | -5 | -6 | 7
Gli-Sufu antag | 12 | 5 | 7 | 5 | 22 | -1 | 23 | -1 | 24 | 10

Molecules shown so far that contain a carbonyl joined to an NH by a bond outside any ring:
2) CCN(CC)C(=O)c1ccc(NC(=O)COc2ccc(-c3nn(C)c(=O)c4ccccc34)cc2)cc1
9) O=C(NCCCn1ccnc1)C(Cl)(Cl)Cl
Assay by compound | 2 | 9
APJ antag | 5 | 3
697 NFkB inh | -3 | 2
Jurkat NFkB inh | 2 | -5
UBC13 inh | -5 | -5
EBI2 block | -10 | -4
CCR6 antagonist | 14 | 1
CXCR6 block | 0 | -6
Gli-Sufu antag | 5 | 24

(next part)
11) O=P(Nc1ccccc1Cl)(c1ccccc1)c1nc2c(s1)CCCC2 (configuration not stated)
12) Cc1cccc(OP(=O)(NCc2ccccc2)Oc2cccc(C)c2)c1
13) COc1ccc(Br)cc1CNCCc1ccc2c(c1)OCO2
14) CC(C)c1ccc(N=Cc2c(O)n(C3CC3)c(=S)[nH]c2=O)cc1
15) CC(=O)N1CCCSC1=Nc1ccccc1
16) O=c1cc(CN2CC=C(c3ccccc3)CC2)c2c(ccc3ccccc32)o1
17) O=c1c2ccccc2nc(/C=C/c2ccc(O)cc2)n1-c1ccc(O)cc1
18) C=CCn1cc(C=C2C(=O)N(C)C(=O)N(C)C2=O)c2ccccc21
19) COc1ccc(-n2c(=O)[nH]c3ccccc3c2=O)cc1
20) S=P(N1CCCCCC1)(N1CC1)N1CC1
Assay by compound | 11 | 12 | 13 | 14 | 15 | 16 | 17 | 18 | 19 | 20
APJ antag | -9 | -3 | -5 | -5 | 7 | 5 | -13 | 16 | -7 | .
697 NFkB inh | -3 | -34 | -42 | 1 | -2 | 4 | 16 | -31 | 16 | .
Jurkat NFkB inh | -10 | 10 | -24 | 1 | 3 | 19 | -23 | -38 | -12 | .
UBC13 inh | -8 | 7 | 3 | 4 | 12 | -10 | 12 | -25 | -3 | .
EBI2 block | 3 | 32 | 9 | -6 | -2 | 3 | 7 | 3 | 0 | 2
CCR6 antagonist | 11 | 8 | 5 | 20 | -3 | 1 | 10 | 21 | 6 | 11
CXCR6 block | 4 | 11 | 6 | -11 | 1 | 6 | -1 | -6 | -7 | 0
Gli-Sufu antag | 2 | 9 | 3 | -8 | 6 | -4 | -10 | -6 | -9 | 4

21) Fc1ccc(CCNCc2ccccc2Cl)cc1
22) Cn1c(O)c(C=Nc2ccc3c(c2)CCC3)c(=O)n(C)c1=O
23) N[C@@H](Cc1ccccc1)C(=O)N1C[C@H]2C[C@@H](C1)c1cccc(=O)n1C2
24) CN(C)C(=O)Oc1ccc(OC(=O)N(C)C)cc1
25) O=C(CCCN1CCC2(CC1)C(=O)NCN2c1ccccc1)c1ccc(F)cc1
26) C=CCN1C(=O)NC(=O)/C(=C/c2ccc(OC)c(COc3ccc(NC(C)=O)cc3)c2)C1=O
27) CN(c1ccccc1)c1ccc([N+](=O)[O-])c2nonc12
28) CCOC(=O)C(NC(=O)CCl)(Nc1ccc(C(O)(C(=O)OCC)C(F)(F)F)cc1)C(F)(F)F (configuration not stated)
29) O=C(c1cc2c(s1)CCCC2)N1CCC2(CC1)OCCO2
30) CCCCn1c(C)c(C(=O)O)c2cc(OC)c3ccccc3c21
Assay by compound | 21 | 22 | 23 | 24 | 25 | 26 | 27 | 28 | 29 | 30
APJ antag | -13 | -3 | -1 | 1 | 6 | 20 | -7 | -1 | -14 | 17
697 NFkB inh | -15 | -33 | 16 | 12 | 24 | -3 | -17 | -21 | 14 | 2
Jurkat NFkB inh | -27 | -1 | -6 | 3 | 9 | 38 | 4 | 25 | 0 | 14
UBC13 inh | 5 | 9 | 5 | 0 | 4 | -10 | i | -5 | -3 | -8
EBI2 block | 0 | 7 | 4 | -4 | -8 | 7 | 2 | 0 | -1 | 1
CCR6 antagonist | 6 | -7 | -6 | 6 | 8 | 5 | 18 | 11 | 4 | 8
CXCR6 block | 3 | 3 | -1 | 2 | -5 | 1 | 15 | -2 | 0 | -8
Gli-Sufu antag | 3 | 10 | 1 | 0 | 7 | -2 | 6 | 1 | -14 | -7

31) CCOC(=O)c1c(C)n(Cc2ccccc2)c2ccc(OCC(O)Cn3nc(C)nc3C)cc12 (configuration not stated)
32) CCOCCc1c(O)[nH]c(=S)[nH]c1=O
33) O=[N+]([O-])c1ccc(N2CCNCC2)cc1NC1CC1
34) O=C1CC(c2ccccc2)CN1 (configuration not stated)
35) COc1cccc(CN2CCCC(C(=O)c3ccccc3SC)C2)c1O (configuration not stated)
36) O=[N+]([O-])c1ccccc1CCl
37) FC(F)(F)C1=NC(C(F)(F)F)=NP(N2CCOCC2)(N2CCOCC2)=N1
38) CCC1(c2ccc(-c3ccccc3)cc2)C(=O)NC(=O)NC1=O
39) CCCCP(=O)(O)c1ccccc1
40) CN1CCC(OC(=O)Cc2ccccc2)CC1
Assay by compound | 31 | 32 | 33 | 34 | 35 | 36 | 37 | 38 | 39 | 40
APJ antag | -55 | 6 | 4 | -12 | -24 | -35 | -5 | 13 | 11 | -10
697 NFkB inh | -6 | 5 | 10 | 8 | -3 | 7 | -16 | 4 | 14 | 18
Jurkat NFkB inh | -3 | 13 | 18 | 0 | -9 | 0 | -2 | 10 | 17 | 2
UBC13 inh | 22 | -1 | -33 | 5 | -2 | 5 | -10 | -4 | 1 | 10
EBI2 block | -5 | -1 | . | -6 | -6 | 4 | 9 | -1 | -6 | -5
CCR6 antagonist | 11 | 21 | . | -1 | 18 | -9 | -2 | 18 | -2 | -13
CXCR6 block | 0 | 6 | . | -8 | 5 | -2 | 10 | -7 | -2 | 3
Gli-Sufu antag | . | 1 | . | -3 | 2 | -6 | 0 | -2 | 7 | -7

41) O=C(COC(=O)Cc1ccccc1)Nc1cccnc1Cl
42) COC(=O)C1=C(c2ccc(C(C)=O)cc2)C[C@@H]2CC[C@H]1N2C(=O)NC1CCCCC1
43) Cc1c(C(=O)N2CCC3(CC2)OCCO3)oc2ccc(S(=O)(=O)N3CCCCC3)cc12
44) CN1CCc2cc3c(cc2[C@H]1[C@@H]1OC(=O)c2c1ccc1c2OCO1)OCO3
45) Cc1ccc(O)c(CN2CCC3CCC(C3)C2)c1 (configuration not stated)
46) Cc1sc2ncn(CC(=O)N3CCC4(CC3)OCCO4)c(=O)c2c1C
47) CCCCC1(CN2CCCC2=O)C(=O)NC(=O)NC1=O
48) O=C(Nc1ccc(Cl)cc1C(=O)c1ccccc1)c1ccco1
49) Cc1nc2ccccc2c(=O)n1/N=C/c1cc(Br)cc(Br)c1O
50) c1ccc2sc(NC3=NCCN3)nc2c1
Assay by compound | 41 | 42 | 43 | 44 | 45 | 46 | 47 | 48 | 49 | 50
APJ antag | 4 | -3 | -4 | 18 | . | -19 | 12 | 12 | -10 | -8
697 NFkB inh | 10 | 1 | -28 | 10 | . | 0 | 19 | -41 | -14 | -28
Jurkat NFkB inh | 5 | 4 | -22 | 6 | . | 0 | 2 | -6 | -17 | -19
UBC13 inh | 6 | -13 | -8 | -2 | . | -6 | 9 | 6 | -8 | -8
EBI2 block | -3 | -7 | -3 | -2 | -15 | -5 | 14 | -5 | -6 | -2
CCR6 antagonist | -13 | 10 | 2 | 0 | 14 | -11 | 2 | 17 | -4 | 1
CXCR6 block | 8 | -11 | 7 | 4 | 0 | -3 | 8 | 4 | -9 | 1
Gli-Sufu antag | -8 | -12 | 6 | -7 | 6 | 48 | 0 | 2 | 1 | -25

51) O=c1[nH]c(=O)n(Cc2ccc(F)cc2)c(O)c1C=NCCCN1CCOCC1
52) CC(=O)N1Cc2cnnn2-c2ccccc2C1C#N (configuration not stated)
53) COc1ccccc1-n1c(CNCC2CCCO2)nc2ccccc2c1=O (configuration not stated)
54) COc1ccc(-c2[nH]ncc2CNC(C)Cc2cccc(C)n2)cc1F (configuration not stated)
55) COc1ccc(Cn2c(O)c(/C=N/NC(=O)c3ccncc3)c(=O)[nH]c2=O)cc1
56) COc1cccc(OC)c1C1=NCC(=O)Nc2c1oc1ccc(Br)cc21
57) O=C(NCc1cccnc1)NC1CCCCC1
58) Cc1cccc([N+](=O)[O-])c1
59) O=C(Nc1cccc(C(F)(F)F)c1)c1cccn(Cc2ccc3c(c2)OC(F)(F)O3)c1=O
60) CN1CCC(O)(c2cccs2)C(C(=O)c2cccs2)C1 (configuration not stated)
Assay by compound | 51 | 52 | 53 | 54 | 55 | 56 | 57 | 58 | 59 | 60
APJ antag | 3 | . | -5 | 7 | 3 | -1 | 1 | -22 | 2 | 10
697 NFkB inh | 15 | . | -10 | 5 | -6 | -45 | -31 | 10 | 8 | -3
Jurkat NFkB inh | 4 | . | 1 | 10 | 0 | 56* | -19 | 3 | 1 | 7
UBC13 inh | 1 | . | 10 | 13 | -6 | 0 | -6 | 2 | 9 | -1
EBI2 block | -3 | -2 | -13 | 3 | 4 | 8 | -7 | -1 | -1 | 3
CCR6 antagonist | 8 | 3 | 3 | -2 | -1 | 4 | 3 | 2 | 13 | 0
CXCR6 block | -4 | 1 | 0 | 0 | 4 | 8 | 11 | 1 | -3 | -7
Gli-Sufu antag | 1 | 2 | 5 | -5 | -4 | 57* | -7 | -22 | 7 | -10

61) CC(C)Sc1nnc(OC(=O)N(C)C)n1-c1ccccc1
62) CCCCn1c(=O)c(C(=O)Nc2ccccc2N)c(O)c2ccccc21
63) COc1ccccc1/C=N/N=C(/N)N[N+](=O)[O-]
64) O=C(NC12CC3CC(CC(C3)C1)C2)OC1CN2CCC1CC2 (configuration not stated)
65) CCOc1ccccc1-n1c(O)c(C=NCCCn2ccnc2)c(=O)[nH]c1=O
66) Fc1ccc(C(OCCN2CCCC2)c2ccc(Br)cc2)cc1 (configuration not stated)
67) Cc1ccc(N2CCNCC2C)cc1 (configuration not stated)
68) COC1=C(C)C(=O)O[C@]12C(=O)C(C)=C1CCCCN3[C@H]([C@@H]4C[C@H](C)C(=O)O4)CC[C@]132
Assay by compound | 61 | 62 | 63 | 64 | 65 | 66 | 67 | 68
APJ antag | -9 | 4 | 14 | -20 | 15 | 15 | . | -2
697 NFkB inh | 16 | -6 | 8 | -10 | 10 | -23 | . | 1
Jurkat NFkB inh | 1 | -5 | -1 | 13 | 9 | -16 | . | 2
UBC13 inh | 3 | -6 | -5 | -2 | -1 | 4 | . | 8
EBI2 block | 6 | -19 | -11 | 2 | -10 | -4 | -1 | -4
CCR6 antagonist | 3 | -2 | 9 | -3 | 6 | 18 | -1 | 3
CXCR6 block | -10 | -1 | 1 | -2 | 0 | 5 | -4 | -5
Gli-Sufu antag | 5 | 3 | -29 | -1 | 3 | 17 | 21 | 16
